GPR151 activ: activates the human receptor GPR151; PathHunter beta-arrestin GPR151 cells, luminescence; activation, % at 11.2 µM; hit rate 1% among 650,000; AID 1508602; in the data active = activation above about 4.9%;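 also: 0% = median of compound wells and 100% = cells with positive control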
Target sequence (Q8TDV0 whole entry, looked up): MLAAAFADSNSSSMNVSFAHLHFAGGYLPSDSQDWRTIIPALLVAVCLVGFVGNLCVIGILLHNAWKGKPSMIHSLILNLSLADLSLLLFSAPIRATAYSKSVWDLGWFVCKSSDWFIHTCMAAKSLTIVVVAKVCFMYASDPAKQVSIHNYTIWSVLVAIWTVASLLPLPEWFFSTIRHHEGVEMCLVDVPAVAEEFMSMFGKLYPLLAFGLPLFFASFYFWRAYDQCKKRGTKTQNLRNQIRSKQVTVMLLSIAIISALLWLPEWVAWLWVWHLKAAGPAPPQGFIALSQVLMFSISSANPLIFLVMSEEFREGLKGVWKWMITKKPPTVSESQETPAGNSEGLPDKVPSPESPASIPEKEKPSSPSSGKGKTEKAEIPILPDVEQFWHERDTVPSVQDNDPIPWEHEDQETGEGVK
MITF primary: inhibitors of human MITF | O75030 | AlphaScreen MITF homodimerization, bead proximity signal | inhibition, % at 2.6 µM | hit rate 0.91% among 650,000; in the data active = inhibition above about 50%;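 also: 0% = vehicle wells with protein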
Target sequence (O75030 whole entry, looked up): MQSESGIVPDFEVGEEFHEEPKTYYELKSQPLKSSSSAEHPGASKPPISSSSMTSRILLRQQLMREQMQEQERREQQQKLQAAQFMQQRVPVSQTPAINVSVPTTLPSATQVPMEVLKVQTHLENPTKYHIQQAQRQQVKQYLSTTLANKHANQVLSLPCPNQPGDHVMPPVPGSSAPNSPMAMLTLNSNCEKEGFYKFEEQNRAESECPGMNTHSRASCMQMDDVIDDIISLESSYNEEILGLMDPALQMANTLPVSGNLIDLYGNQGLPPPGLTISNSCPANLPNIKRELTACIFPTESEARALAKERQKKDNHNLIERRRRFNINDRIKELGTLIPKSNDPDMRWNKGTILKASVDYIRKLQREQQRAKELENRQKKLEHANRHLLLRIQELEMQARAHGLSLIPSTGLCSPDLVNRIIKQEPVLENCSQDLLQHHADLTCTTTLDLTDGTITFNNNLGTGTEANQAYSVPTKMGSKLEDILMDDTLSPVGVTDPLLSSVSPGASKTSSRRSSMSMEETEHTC
TEAD-YAP inh: TEAD-YAP interaction inhibition; HEK-TIYL cells, TEAD-Gal4/YAP UAS-luciferase luminescence; hit rate 1.4% among 640,000; inhibition, % at 9.12 µM; in the data active = inhibition above about 32%;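 also: 0% = median of test compound wells and 100% = reference inhibitor wells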
FBW7 activator: activators of human E3 ligase FBW7; Q969H0; AlphaScreen FBW7–phospho-cyclin E peptide binding, activator screen; normalized activity (activation), % at 26.1 µM; hit rate 0.13% among 650,000; AID 1259310; in the data active = normalized activity above about 1.9%;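 also: purified mutant Fbw7 with reduced substrate affinity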
Starred values were filed as active, the others as inactive; · = not tested or not shown.

SMILES	GPR151 activ	MITF primary	TEAD-YAP inh	FBW7 activator
CCOc1cccc(-c2cc(C(=O)Nc3sc4c(c3C(=O)OC)CCCCC4)c3ccccc3n2)c1	-1.0	1	-2	-0.2
COc1cc(C(=O)Nc2ccc(NC(=O)c3cccc(Cl)c3)nc2)cc(OC)c1OC	0.6	8	20	-0.1
Cc1cc(O)c(C(c2ccc3c(c2)OCO3)c2c(O)cc(C)oc2=O)c(=O)o1	-1.4	6	10	0.0
COc1ccc(CN2CC(C)N(Cc3ccc(OC)c(OC)c3)C(=O)C2=O)cc1OC (centres undefined)	-0.6	3	19	1.2
O=C(NCc1cccnc1)c1ccc(-n2c(=S)[nH]c3ccccc3c2=O)cc1	-0.5	-2	-19	-0.1
Cc1cc(C(F)(F)F)nc(-n2cc(C(=O)c3ccco3)nn2)n1	0.6	16	-8	0.1
CSc1ccc(CCNC(=O)CN(C)c2nnc(N3CCCC3=O)s2)cc1	2.8	0	-4	0.0
O=C(CN1CCN(c2ccccn2)CC1)Nc1ccc2c(c1)OCO2	-2.0	-2	-6	0.0
Brc1cccc(OCCOCCn2ccnc2)c1	0.9	21	2	0.0
COc1ccc(-c2nc3ccccc3c(=O)n2NCc2cccc(F)c2)cc1	-1.4	10	5	0.0
Cc1ccc(S(=O)(=O)Nc2ccccc2C=NC(C)(C)C)cc1	0.0	7	-3	0.1
COc1ccc(N2CCN(C(=O)c3cc(=O)c4ccccc4o3)CC2)nn1	4.4	14	6	-0.1
C=CCNC(=O)c1ccc([N+](=O)[O-])s1	0.9	3	-1	0.0
CCOC(=O)N1CCC(N(C(=O)Nc2ccccc2)C(C)CC)CC1 (centres undefined)	-0.4	9	-24	0.0
Cc1cccnc1CN1CCN(Cc2c(C(=O)N3CCCCC3)nc3sccn23)CC1	2.2	9	7	0.1
N/C(=N\OC(=O)C12CC3CC(CC(C3)C1)C2)c1cccc([N+](=O)[O-])c1	-0.1	-9	1	-0.1
O=c1[nH]c(N2CCCCC2)nc2c1CN(Cc1ccncc1)CC2	-0.9	1	-4	0.0
Cc1cccc(NC(=O)c2cc3ccccc3o2)n1	-5.9	25	-5	0.0
O=C(N/N=C/c1nc2ccccc2[nH]1)c1cccnc1	-0.7	-13	-4	-0.1
CC(=O)Nc1ncc2c(n1)CC(c1cccs1)CC2=O (centres undefined)	0.2	0	5	-0.1
Cc1cc(Br)ccc1NC(=O)C(=O)NCc1ccc(F)cc1	0.1	-4	7	0.0
CC1Cc2ccccc2N1C(=O)CSc1nnc(-c2ccncc2)n1C (centres undefined)	0.3	4	-7	-0.1
O=C(O)CC1(CC(=O)Nc2ccc(N3CCCCC3)cc2)CCCCC1	1.3	-5	-9	-0.2
COc1cccc(N(CC(=O)Nc2ccccc2C(F)(F)F)S(C)(=O)=O)c1	-1.2	10	-13	-0.2
O=C(Nc1ccc(Sc2ccccc2)cc1)c1ccc([N+](=O)[O-])cc1	1.1	2	15	-0.1

The list continues:
SMILES	GPR151 activ	MITF primary	TEAD-YAP inh	FBW7 activator
CC1(C)CC(=O)C2=C(C1)N(c1ccccc1)C(N)=C(C(N)=O)C2c1ccc(Cl)cc1 (centres undefined)	0.3	-7	1	0.1
CN(C(=O)/C=C\c1ccc2c(c1)OCO2)C(C(=O)Nc1ccc2c(c1)OCO2)c1ccccc1 (centres undefined)	0.1	2	5	-0.1
Cn1c(SCC2CCCO2)nnc1C1CCN(Cc2cc3ccccc3[nH]2)CC1 (centres undefined)	-0.4	3	8	0.1
O=C(O)c1ccc(N2C(=O)CC(Nc3ccc(F)cc3)C2=O)cc1 (centres undefined)	-1.1	12	9	0.3
Nc1nc(-c2ccccc2)c(C(=O)c2ccccc2)s1	1.4	2	13	-0.1
COc1cc2cc(C)c(SCC(=O)NNC(=O)c3ccc(C)cc3)nc2cc1OC	-1.5	6	-4	0.0
Cc1ccc2nc(N3CCC(C(=O)NC(C)CCCC(C)(C)O)CC3)nc(C)c2c1 (centres undefined)	-0.3	-3	-2	0.0
Cc1ccc(C(=O)/C=C2/NCC(C)NC2=O)cc1 (centres undefined)	1.0	6	-11	-0.1
Cc1ccc(-c2ccc(/C=C/C(=O)c3ccc(C)o3)o2)cc1	1.2	8	-4	0.1
O=P1(N(CCO)CCO)C=C(c2ccccc2)SC(c2ccccc2)=C1	0.2	3	-7	0.0
CC1CN(S(=O)(=O)c2cc3c4c(c2)CC(=O)N4CCC3)CC(C)O1 (centres undefined)	0.0	2	-2	-0.1
CCC1(C(=O)c2ccccc2)C2c3ccccc3OC(=O)C21C(=O)N1CCOCC1 (centres undefined)	-0.2	20	-14	0.4
CN(C)CCCCCN(C)Cc1cc2ccccc2o1	-0.2	7	-12	0.1
O=C(CCc1nc2cccnc2n1-c1ccccc1)NCc1ccc(CN2CCOCC2)o1	2.6	-2	-5	0.1
CC1CCN(S(=O)(=O)c2ccc3[nH]c(=S)oc3c2)CC1	1.4	5	-5	-0.1
O=C(CCc1nnc2n(Cc3ccccc3)c(=O)c3ccccc3n12)NCc1ccco1	0.2	11	0	0.0
Cn1c(=O)cc(OCC(=O)N2CCCC2)c2ccccc21	0.7	10	9	0.1
O=C1c2cccc([N+](=O)[O-])c2C(=O)N1c1ccccc1[N+](=O)[O-]	1.7	9	0	-0.1
CCN(CC)c1ccc(Nc2c3c(c(C#N)c4nc5ccccc5n24)CCC3)cc1	-1.0	26	7	0.6
COCCOc1ccc(C(=S)N2CCCCC2)cc1OC	-0.5	-25	13	0.0
COc1cccc(CC(=O)Nc2cnc3cnc(-c4cnn(Cc5ccccc5)c4)cn23)c1	0.6	21	-1	-0.1
CSc1ccc(CN2CCC(N3CCC(C(=O)N4CCCC4)CC3)CC2)cc1	-0.2	0	8	0.0
N#C/C(=C\c1ccc(O)c(O)c1)S(=O)(=O)c1ccccc1	0.8	7	-7	-0.4
O=c1cc(-c2ccccc2)sc2c1ccc1ccccc12	0.6	-3	-10	0.1
Nc1nc(NCc2cccnc2)nc2c1ncn2-c1ccsc1	0.0	13	-6	0.5

Further results follow:
SMILES	GPR151 activ	MITF primary	TEAD-YAP inh	FBW7 activator
O=C1CN(C(=O)c2ccc(Br)o2)C(c2ccccc2)c2cc(Cl)ccc2N1 (centres undefined)	0.5	11	8	0.0
COc1ccc(C)cc1NC(=O)C(NS(=O)(=O)c1cccs1)c1ccccc1 (centres undefined)	0.6	12	-6	0.2
FC(F)(F)c1ccc(-n2cnc3ccccc32)nc1	1.2	49	-4	0.2
O=C(c1ccc(S(=O)(=O)Cc2cc(F)ccc2F)c([N+](=O)[O-])c1)N1CCN(c2ccccc2)CC1	0.6	19	4	0.5
CCCC1CCC(C2=N/C(=C\c3ccc(Cl)cc3)C(=O)O2)CC1 (centres undefined)	1.0	4	-4	0.1
CCCn1c(-c2ccc(F)cc2)cn2c3c(=O)n(C)c(=O)n(C)c3nc12	0.8	2	24	0.3
CC(=O)c1c(C)nc(-c2ccc(Cl)c([N+](=O)[O-])c2)n1O	-1.8	1	0	1.5
CC(C)CCN1C(=O)CCC1CCNCc1ccccc1F (centres undefined)	-0.3	5	-2	0.1
COC(=O)c1ccc(N2NC(=O)/C(=C/c3ccc4c(c3)OCO4)C2=O)cc1	0.8	-5	-1	-0.3
CCOC(=O)C(C)Sc1ncnc2c1nnn2Cc1ccc(F)cc1 (centres undefined)	-0.3	-10	7	0.0
O=C(Cn1ccc2ccccc2c1=O)NC1CCCCCC1	-0.5	0	-1	0.0
CC(C)N1C/C(=C/c2ccccn2)C(=O)/C(=C/c2ccccn2)C1	-0.2	16	-3	1.3
O=C(C[n+]1cccc(Br)c1)c1cccc([N+](=O)[O-])c1	1.9	5	17	-0.1
O=C(Cc1cccs1)c1cccc2ccccc12	0.1	1	0	-0.1
O=[N+]([O-])c1nccn1CC(O)CN1CCCCC1 (centres undefined)	-0.4	8	6	0.3
COC(C(=O)N1CCc2nc(-c3ccccc3)[nH]c(=O)c2C1)c1ccccc1 (centres undefined)	-0.9	8	-2	-0.1
CC(C)(C)c1ccc(C2=N/C(=C\c3cccc([N+](=O)[O-])c3)C(=O)O2)cc1	1.9	-2	4	0.2
COCC(C)n1ccc(-c2sc(NCc3cn(C)nc3C)nc2C)n1 (centres undefined)	-1.2	0	-4	0.0
COCCN(Cc1ccccc1)C(=S)NCc1ccccc1	-1.3	-10	-2	0.2
N#CC1=C(SCC(=O)Nc2ccccc2)NC(=O)CC1c1cccc(Br)c1 (centres undefined)	-0.9	17	-4	0.1
COC(=O)C(CC(C)C)NC(=O)c1ccccc1I (centres undefined)	0.3	1	-3	0.1
O=C(O)c1cc(N2C(=O)C3C4C=CC(C4)C3C2=O)ccc1NCc1cccnc1 (centres undefined)	-0.5	13	-2	-0.1
COc1ncc(-c2nccnc2N2CCN(CCO)CC2)c(OC)n1	-0.1	2	-4	0.0
O=C(Nc1nc(-c2ccc3c(c2)OCCO3)cs1)c1cc(=O)c2ccccc2o1	-0.9	2	-9	0.4
CCOC(=O)c1c(NC(=O)c2nn3c(C(F)(F)F)cc(-c4ccccc4)nc3c2Br)sc2c1CCCCC2	0.0	-2	-3	-0.2

More compounds.
SMILES	GPR151 activ	MITF primary	TEAD-YAP inh	FBW7 activator
COc1ccc2oc(=Nc3cc(F)ccc3F)c(C(N)=O)cc2c1	-0.2	1	-2	0.0
Cc1ccc(NC(=O)CC[C@H]2CN(Cc3ccncc3)CC[C@H]2N2CCOCC2)cc1	1.2	-7	-14	-0.1
COc1ccc(CC2(CO)CCN(Cc3cccnc3)CC2)cc1	1.4	-5	6	-0.1
CCOc1ccc2nc(SCC(=O)NN3C(=O)NC4(CCCCC4)C3=O)sc2c1	0.8	-13	-10	-0.1
O=C1CCC(=O)N1c1ccc(NCc2ccc(Cl)cc2)c([N+](=O)[O-])c1	0.1	-4	0	-0.3
COc1ccc(C(=O)N/C(=C\c2ccccc2)C(=O)Nc2ccccc2C(=O)O)cc1	-0.7	11	8	-0.1
Cc1c(C(=O)N2CCOCC2)oc2c1-c1nn(CC(=O)NCc3cccnc3)cc1CC2	-1.6	22	-2	-0.3
C=CCNC(=O)COc1ccc(C(C)C)cc1	0.6	-1	-33	0.0
CCCOc1cccc(C(=O)NC(=S)Nc2ccc(N3CCCCC3)c(Cl)c2)c1	0.5	11	-1	0.1
CC(=O)NN(C(N)=O)c1nc(N2CCOCC2)nc(N2CCOCC2)n1	-0.3	-3	8	0.0
Cc1cccc(NC(=O)c2cc(NC(=O)C3C4C=CC(C4)C3C(=O)O)ccc2Cl)n1 (centres undefined)	-1.8	12	1	1.0
CC(Oc1ccc2ccccc2c1)C(=O)NNC(=O)CCC(=O)c1ccc(F)cc1 (centres undefined)	0.3	5	12	-0.1
COc1ccccc1-c1nc(N)n[nH]1	-0.3	25	-9	0.1
O=C(CSc1nc2ccc(Nc3nc(Nc4ccccc4)nc(N4CCCC4)n3)cc2s1)Nc1ccc(Br)cc1	-0.2	0	-4	-0.1
CSC1=NC(c2ccc(F)cc2)C=NN1 (centres undefined)	0.4	-1	-1	0.3
COc1cc(CNc2ncn[nH]2)cc(Br)c1OC	1.4	-5	3	-0.1
O=C(c1ccc(N2CCCC2=O)cc1)N1CCN(c2ccccc2F)CC1	1.0	11	-8	0.0
COC(=O)c1c(NC(=O)COc2ccc(C)cc2C(C)(C)C)sc2c1CCC(C)C2 (centres undefined)	0.6	-7	-5	0.1
CC(C)NC(=O)C(=O)Nc1cccc(F)c1	-2.0	6	-64	0.1
CCOC(=O)c1cnn(-c2cc(C)ccc2C)c1CNCCNC(C)=O	2.4	4	-1	0.0
Cc1ccc(CNC(=O)Cn2ncc3c4oc(C)cc4n(C)c3c2=O)o1	-0.7	38	0	-0.2
CCCCNC(=O)CSc1nc(N)c(C(=O)Nc2ccc(OC)cc2)s1	2.4	8	-39	0.0
CCC(CCC(=O)NNC(=O)c1ccccc1Cl)C(=O)O (centres undefined)	1.1	6	3	0.2
CC(=O)c1cccc(-c2nc(NCc3cccc(C(F)(F)F)c3)c3[nH]cnc3n2)c1	1.9	-7	-7	-0.1
O=C(Nc1ccccc1-c1ccccc1)Nc1cccn(Cc2ccccc2)c1=O	0.5	-3	-3	-0.2
Cc1cccc(NC(=O)CSc2cn(Cc3ccc(Cl)cc3)c3ccccc23)c1	-0.6	-10	·	·
Cc1ccc(OCc2nc(SCc3cc([N+](=O)[O-])cc4c3OCOC4)n[nH]2)cc1	0.2	7	1	0.0

Screening results from PubChem BioAssay.
